Cdc42 wt: human Cdc42 wildtype GTP binding change, either direction | GST-Cdc42 beads, Bodipy-GTP binding, flow cytometry; actives lie on both sides | percent activity (GTP binding), % at 10 µM | P60953 | AID 761 | hit rate 0.2% among 190,000;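 active = percent activity GTP binding at least 20 points away from the 100% baseline, either down as inhibitor or up as activator; inconclusive = compound flagged as likely green fluorescent from well-wide comparison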;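 note: median bead fluorescence of bound Bodipy-FL-GTP at 100 nM; 0% = excess unlabeled GTP control and 100% = no compound control; below 100% means less GTP binding so inhibitor and above means activator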
Avidin fluor: compound fluoresces at 488/530 nm on avidin beads; compound fluorescence 488/530 nm, flow cytometry; hits give high values; fluorescence (KMESF) at 10 µM; hit rate 0.38% among 220,000; in the data active = fluorescence above about 47; note: inactives centre near 10
Rac1 act GTP bind: human Rac1 activated mutant GTP binding change | GST-Rac1 activated beads, fluorescent GTP binding, flow cytometry; actives lie on both sides; 100% means binding = to untreated wells | AID 764 | hit rate 0.11% among 190,000 | P63000 | percent activity (GTP binding), % at 10 µM;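 active = GTP binding at least 20 percentage points away from the 100% baseline, in either direction, so actives lie on both sides; inconclusive = Compound likely fluorescent itself, or too few beads counted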
ABCB1 block: blocks JC-1 efflux by human ABCB1 transporter; P08183; CCRF-Adr cells, flow cytometry; inhibition, % at 6.6 µM; hit rate 0.067% among 190,000; AID 1326; in the data active = inhibition above about 40%;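 note: 0% = vehicle and 100% = reference inhibitor; higher value means more JC-1 retained so stronger ABCB1 efflux block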
Rab2 wt GTP: changes GTP binding to wildtype dog Rab2A, up or down; P61105; GST-Rab2 wt beads, Bodipy-GTP binding, flow cytometry; GTP binding activity, % at 10 µM; hit rate 0.19% among 190,000; AID 760;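 active = GTP binding activity at least 20 points away from 100%, either lowered or raised; inconclusive = signal likely due to the compound's own green fluorescence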;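 note: 0% = beads with excess unlabeled GTP and 100% = no-compound control corrected for plate trend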
Rab7 wt modul: dog Rab7 wildtype GTP binding, inhibitors and activators | GST-Rab7 beads, fluorescent GTP binding, flow cytometry; actives lie on both sides; untreated = 100%, excess cold GTP = 0% | GTP binding activity (percent of control), % at 10 µM | hit rate 0.055% among 190,000 | AID 758;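 active = fluorescent GTP binding to Rab7 beads changed by at least 20 points from the 100% baseline, either direction, mostly lower; inconclusive = compound itself probably fluorescent, or too few beads counted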;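 note: median green fluorescence of bound Bodipy-FL-GTP per Rab7 bead population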
Rac1 wt modul: alters GTP binding to wildtype human Rac1; P63000; GST-Rac1 beads, fluorescent GTP binding, flow cytometry; actives lie on both sides; 0 = cold GTP competed, 100 = untreated; GTP binding activity (% of control), % at 10 µM; hit rate 0.27% among 190,000; AID 757;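 active = GTP binding activity at least 20 points away from the 100% control level, either lower or higher; inconclusive = compound flagged as likely green fluorescent, judged across all proteins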
Pf gametocyte: P. falciparum stage V gametocyte viability inhibition; inhibition, % at 10.9 µM; hit rate 0.065% among 150,000; P. falciparum stage V gametocytes, ATP luminescence, 24 h;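 active = inhibition above the mean plus 3 SD of compounds within the control limits, set per campaign, cut at about 38% in these data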;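 note: 0% = DMSO wells and 100% = medium only without gametocytes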
Mcl1-Noxa inh: disrupts binding of human Mcl-1 to Noxa peptide. AID 1022. hit rate 1.5% among 220,000. Q07820. TR-FRET Mcl-1/Noxa peptide binding, 2 h. inhibition, % at 21.7 µM;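 active = compounds that cut the protein-peptide binding signal by more than 50% relative to plate controls in a single-dose test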;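 note: His-tagged Mcl-1 with rhodamine Noxa BH3 peptide and terbium anti-His antibody; 0% = Mcl-1 plus Noxa peptide wells and 100% = peptide-only wells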
Target sequence (Q07820 whole entry, looked up): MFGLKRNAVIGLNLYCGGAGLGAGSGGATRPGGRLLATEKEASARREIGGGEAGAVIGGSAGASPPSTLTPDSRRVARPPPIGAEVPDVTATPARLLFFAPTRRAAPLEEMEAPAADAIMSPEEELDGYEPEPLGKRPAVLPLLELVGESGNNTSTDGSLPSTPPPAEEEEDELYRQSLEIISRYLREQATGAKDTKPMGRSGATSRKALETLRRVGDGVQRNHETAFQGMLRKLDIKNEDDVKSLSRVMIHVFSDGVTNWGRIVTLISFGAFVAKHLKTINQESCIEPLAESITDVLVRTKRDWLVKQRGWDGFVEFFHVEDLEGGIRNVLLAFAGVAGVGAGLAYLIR
HRas wt GTP bind: human HRas wildtype GTP binding, change in either direction | P01112 | GST-Ras wt beads, Bodipy-FL-GTP binding, flow cytometry; actives lie on both sides | GTP binding activity, % at 10 µM | hit rate 0.14% among 190,000 | AID 759;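 active = GTP binding activity at least 20% away from the 100% baseline, either lowered as inhibitor or raised as activator; inconclusive = flagged as likely green fluorescent, judged across all proteins in the well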;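 note: 0% = unlabeled GTP competition control and 100% = no-compound control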
ABCG2 block: inhibitors of human ABCG2 transporter, ABCB1 counter-screen | IgMXP3 cells, JC-1 efflux, flow cytometry | hit rate 0.1% among 190,000 | Q9UNQ0 | inhibition, % at 6.6 µM;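 active = inhibition above 80%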;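 note: 0% = DMSO and 100% = nicardipine control wells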
Target sequence (Q9UNQ0 whole entry, looked up): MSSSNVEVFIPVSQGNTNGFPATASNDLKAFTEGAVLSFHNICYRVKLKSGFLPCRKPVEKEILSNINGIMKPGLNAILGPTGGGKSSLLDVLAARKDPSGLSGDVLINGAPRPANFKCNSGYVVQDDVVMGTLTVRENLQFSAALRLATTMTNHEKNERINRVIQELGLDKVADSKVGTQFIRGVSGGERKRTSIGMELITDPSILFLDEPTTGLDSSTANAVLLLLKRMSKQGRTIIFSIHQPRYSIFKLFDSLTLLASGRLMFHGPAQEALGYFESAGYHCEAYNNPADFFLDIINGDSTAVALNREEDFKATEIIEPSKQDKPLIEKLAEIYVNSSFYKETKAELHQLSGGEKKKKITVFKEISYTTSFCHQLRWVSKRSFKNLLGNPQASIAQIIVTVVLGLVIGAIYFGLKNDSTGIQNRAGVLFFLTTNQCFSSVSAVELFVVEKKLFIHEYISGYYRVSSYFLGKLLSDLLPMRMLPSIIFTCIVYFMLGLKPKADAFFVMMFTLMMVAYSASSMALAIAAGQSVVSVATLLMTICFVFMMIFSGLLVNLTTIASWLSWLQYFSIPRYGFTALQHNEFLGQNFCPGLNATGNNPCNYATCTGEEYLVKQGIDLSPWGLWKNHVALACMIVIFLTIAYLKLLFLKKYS
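test system = two drug-resistant human cell lines, ABCG2 and ABCB1 | amount = 3 million cells/mL final, two lines in 1:1 ratio | reagent = JC-1 transporter substrate | doses = one concentration, 6.6 µM final | incubation = 10 min at 25 °C | signal = flow cytometric JC-1 green MFI at 530 nm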
* marks the source's active call; other numbers are inactive results; ? = inconclusive; nt = no result given.

SMILES | Cdc42 wt | Avidin fluor | Rac1 act GTP bind | ABCB1 block | Rab2 wt GTP | Rab7 wt modul | Rac1 wt modul | Pf gametocyte | Mcl1-Noxa inh | HRas wt GTP bind | ABCG2 block
Cc1nn(C)c(Oc2ccc(Cl)cc2)c1C(=O)O | 102 | 8 | 97 | 0.0 | 98 | 96 | 99 | 10 | 6 | 98 | 1
COc1ccc(NC(=O)CSc2ccc(F)cc2)cc1S(=O)(=O)N1CCCCC1 | 98 | 3 | 97 | 1.0 | 99 | 98 | 102 | 16 | 9 | 96 | 17
O=C(CSc1nnnn1Cc1ccccc1)c1ccccc1 | 93 | 28 | 95 | 0.3 | 94 | 97 | 96 | nt | 6 | 94 | 3
COc1ccc(C(NC(=O)c2ccco2)c2ccc(OC)c(OC)c2)cc1OC | 104 | 38 | 100 | 0.5 | 101 | 100 | 103 | 20 | 3 | 103 | 1
COc1ccc(-c2csc(NC(=O)C3CC(=O)N(Cc4ccco4)C3)n2)cc1 (stereo unspecified) | 96 | 26 | 96 | 0.3 | 94 | 93 | 92 | -4 | 15 | 93 | 2
CC1(C)OC(C)(C)/C(=C/Nc2ccc(O)cc2)C1=O | 100 | 2 | 96 | -0.2 | 98 | 98 | 100 | nt | 57* | 99 | 4
CCCn1c(SCC(=O)NC2CCCCC2)nnc1-c1ccncc1 | 97 | 17 | 96 | 0.1 | 95 | 99 | 98 | nt | -9 | 98 | 1
C/C(N)=C(/C#N)C(=O)COC(=O)CNS(=O)(=O)c1ccc(F)c(F)c1F | 94 | 11 | 94 | -0.2 | 93 | 94 | 95 | nt | 14 | 92 | -5
COC(=O)c1ccc(C2C3=C(Nc4nnnn42)c2ccccc2OC3)cc1 (stereo unspecified) | 99 | 30 | 95 | 0.0 | 96 | 98 | 98 | nt | -9 | 98 | 0
Cc1ccc(C(=O)Nc2c(-c3cccs3)c(=O)c3ccccc3n2C)cc1 | 105 | 10 | 103 | 0.0 | 104 | 106 | 106 | nt | 0 | 104 | 1

Retrieved by structure from the entries so far (two):
SMILES | Cdc42 wt | Avidin fluor | Rac1 act GTP bind | ABCB1 block | Rab2 wt GTP | Rab7 wt modul | Rac1 wt modul | Pf gametocyte | Mcl1-Noxa inh | HRas wt GTP bind | ABCG2 block
Cc1nn(C)c(Oc2ccc(Cl)cc2)c1C(=O)O | 102 | 8 | 97 | 0.0 | 98 | 96 | 99 | 10 | 6 | 98 | 1
COc1ccc(NC(=O)CSc2ccc(F)cc2)cc1S(=O)(=O)N1CCCCC1 | 98 | 3 | 97 | 1.0 | 99 | 98 | 102 | 16 | 9 | 96 | 17

The listing continues.
SMILES | Cdc42 wt | Avidin fluor | Rac1 act GTP bind | ABCB1 block | Rab2 wt GTP | Rab7 wt modul | Rac1 wt modul | Pf gametocyte | Mcl1-Noxa inh | HRas wt GTP bind | ABCG2 block
O=C(CSc1nnc2ccccn12)NCCc1ccc(Cl)cc1 | 96 | 8 | 96 | 0.5 | 95 | 97 | 97 | -17 | 14 | 96 | 2
CCN1C(=O)CC(C(=O)Nc2ccc(F)cc2)SC1=Nc1ccc2c(c1)OCO2 (stereo unspecified) | 98 | 8 | 97 | -0.1 | 100 | 98 | 98 | nt | 20 | 100 | 1
CCOC(=O)C(C(=O)OCC)C(C)C#CCN1CCCCC1 (stereo unspecified) | ? | 12 | ? | 0.2 | ? | ? | ? | nt | 4 | ? | 0
CCOC(=O)/C(=C\C=C1/Sc2cc(OCC)c(OCC)cc2N1CC)C(C)=O | 89 | 46 | 95 | -0.1 | 85 | 96 | 83 | nt | -32 | 85 | -4
CN(C)/C=C1/C=C(c2ccccc2)OC1=O | 103 | 12 | 98 | 1.0 | 103 | 102 | 106 | nt | 12 | 102 | 48
COC(=O)Nc1ccc(S(=O)(=O)N2CCC(C(=O)N(C)C3CCCCC3)CC2)cc1 | 96 | 24 | 97 | 0.8 | 97 | 105 | 95 | nt | 19 | 98 | 3
O=C(O)CNC(=O)c1ccc(Sc2ccccc2)c([N+](=O)[O-])c1 | 99 | 9 | 94 | 0.4 | 98 | 108 | 98 | -10 | -10 | 98 | 3
N#CC1=C(N)Nc2nc3ccccc3n2C1c1ccc(F)cc1 (stereo unspecified) | 104 | 9 | 99 | -0.1 | 98 | 100 | 103 | nt | 4 | 101 | 9
COc1ccc(/C(C)=N/Nc2ccc(F)cc2F)c(O)c1 | 96 | 8 | 96 | -0.1 | 95 | 96 | 97 | -4 | 11 | 96 | 1
COc1ccc(C(=O)CSc2nnc(COc3ccccc3)n2Cc2ccco2)cc1 | 102 | 10 | 99 | 1.4 | 101 | 100 | 108 | -11 | 18 | 102 | 6
O=C(c1ccc(Cl)cc1[N+](=O)[O-])N(Cc1ccccc1)Cc1ccccc1 | 97 | 1 | 99 | 1.3 | 98 | 101 | 101 | nt | 18 | 99 | 3
CC(C)Cn1c(-c2csc3ccccc23)n[nH]c1=S | 94 | 7 | 92 | 0.5 | 92 | 96 | 95 | -27 | 3 | 95 | 4
CC(Sc1ccccc1)C(=O)N/N=C/c1cccnc1 (stereo unspecified) | 97 | 11 | 97 | 0.1 | 97 | 99 | 99 | 7 | 0 | 97 | 1
O=C1OCCN1C(=O)[C@H]1[C@H](c2ccc(F)cc2)C(c2ccc(F)cc2)=NN1c1ccc(Br)cc1 | 96 | 12 | 98 | -0.5 | 98 | 100 | 97 | nt | -98 | 98 | 2
Nc1nnc(SCC(=O)OCC(=O)Nc2ccc(Br)cc2F)s1 | 96 | 25 | 93 | -0.1 | 93 | 95 | 98 | -6 | 9 | 94 | 0
CCOc1cc(/C=N/NC(=O)C(C)Sc2ccccn2)ccc1O (stereo unspecified) | 100 | 21 | 95 | 0.1 | 90 | 95 | 91 | -37 | 39 | 92 | 37
O=C(COC(=O)/C=C/c1ccc(S(=O)(=O)N2CCOCC2)cc1)NCc1ccccc1 | 95 | 11 | 97 | 0.3 | 97 | 94 | 95 | -5 | 10 | 96 | -1
O=C(CCCSc1nnc(Nc2ccccc2F)s1)N1CCOCC1 | 101 | 8 | 94 | 1.5 | 96 | 97 | 95 | nt | 6 | 95 | 6
CC(C)NC(=O)NC(=O)CSc1nncn1C | 102 | 8 | 103 | 0.3 | 101 | 102 | 104 | nt | 4 | 102 | 3
CCCCC(=O)Nc1ccc(NC(=S)NC(=O)CC(C)C)cc1OC | 104 | 3 | 104 | 0.6 | 102 | 100 | 104 | 21 | 15 | 103 | 2
Brc1ccccc1-c1nnc2sc(-c3ccc4c(c3)OCCO4)nn12 | 106 | 8 | 99 | 0.1 | 101 | 104 | 106 | nt | 8 | 103 | 0
CNC(=O)/C(=C\c1cccc(Oc2ccccc2)c1)NC(=O)c1ccccc1 | 103 | 16 | 101 | 0.3 | 101 | 99 | 103 | -12 | 18 | 102 | 0
CN(C)S(=O)(=O)c1cccc(NC(=O)COC(=O)c2cccn2C)c1 | 95 | 10 | 96 | 0.7 | 99 | 105 | 95 | 27 | 13 | 100 | 6
Cc1ccc(-n2c(Cc3noc4ccccc34)n[nH]c2=S)cc1 | 99 | 7 | 96 | -0.1 | 96 | 98 | 101 | -20 | 17 | 98 | 1
Cc1cc(OCCOCCN(C)C)ccc1Cl | 98 | 4 | 99 | 3.0 | 99 | 98 | 100 | 0 | 38 | 99 | 16
O=[N+]([O-])c1nn(-c2ccc3c(c2)OCCO3)n(O)c1=NCc1ccc(F)cc1 | 100 | 7 | 99 | 1.7 | 97 | 98 | 101 | -1 | 12 | 99 | 9
Cc1cccc(N2CCN(C(=O)CN(C)S(=O)(=O)c3ccc4c(c3)CCC(=O)N4)CC2)c1C | 82 | 9 | 81 | -2.7 | 83 | 90 | 87 | nt | 5 | 89 | -3
COc1ccc(/C(N)=N/OC(=O)c2ccc3c(c2)OCO3)cc1OC | 100 | 10 | 96 | 0.4 | 96 | 99 | 100 | nt | -3 | 98 | 1
Cc1ccc(Nc2nnc(SCc3cc(=O)n4ccsc4n3)s2)c(C)c1 | 90 | 22 | 92 | 0.9 | 93 | 97 | 95 | 0 | 11 | 92 | 7
Cc1cc(NC(=O)c2ccc(Br)c([N+](=O)[O-])c2)no1 | 94 | 21 | 91 | 0.5 | 91 | 91 | 93 | nt | -14 | 92 | 6
Cc1ccc(-c2noc(CCCc3ccccc3)n2)cc1 | 95 | 11 | 93 | -0.2 | 98 | 93 | 95 | 4 | 12 | 95 | 0
Cc1ccc(CS(=O)(=O)CCC(=O)NCc2cccs2)cc1 | 98 | 11 | 94 | 0.1 | 95 | 94 | 93 | nt | 18 | 99 | 0
O=C1CCCN1CC1CCN(Cc2nc(CC3CC3)no2)CC1 | 96 | 9 | 96 | 0.0 | 94 | 96 | 96 | -8 | -2 | 95 | 0
Cn1c(=O)cc(SCC(=O)Nc2cccnc2)c2ccccc21 | 94 | 3 | 94 | 0.3 | 95 | 99 | 97 | nt | -2 | 96 | 7
O=C(CSc1nc2c(sc3ccccc32)c(=O)n1CCO)NCC1CCCO1 (stereo unspecified) | 99 | 14 | 97 | 0.7 | 97 | 95 | 94 | -10 | 6 | 99 | 6
COc1cc(C(=O)OCCNC(=O)c2ccncc2)cc(OC)c1OC | 101 | 12 | 101 | 0.1 | 100 | 97 | 101 | 8 | 1 | 102 | 6
CN1C(=S)SC(N(O)C(=O)Nc2cccc3ccccc23)C1(C)C (stereo unspecified) | 103 | 18 | 100 | 0.9 | 98 | 98 | 103 | -12 | -16 | 102 | 2
N#Cc1ccccc1NC(=O)c1ccc(-c2ccccc2Cl)o1 | 96 | 4 | 96 | -0.3 | 98 | 92 | 96 | nt | 7 | 97 | 0
CCOc1c(Cl)cc(CNCc2ccccn2)cc1OC | 102 | 9 | 96 | 0.2 | 101 | 104 | 98 | -25 | 10 | 99 | 0
Cc1ccc(N=C(N(C)C)P(=O)(N(C)C)N(C)C)c(C)c1 | 96 | 20 | 92 | 0.0 | 97 | 103 | 96 | -3 | -4 | 98 | 1
CCC1(C)Cc2c(sc3c2c(=O)n(C)c2nnc(SCc4ccccc4)n32)CO1 (stereo unspecified) | 104 | 42 | 101 | 5.4 | 101 | 100 | 106 | 10 | -61 | 101 | 8
Cn1cnnc1SC(C(=O)Nc1ccc(F)cc1)c1ccccc1 (stereo unspecified) | 98 | 14 | 97 | 0.9 | 97 | 97 | 99 | nt | 10 | 99 | 15
Cc1ccc(Sc2sc(=O)n(C)c2S(=O)(=O)c2ccc(C)cc2)cc1 | 96 | 10 | 96 | 0.6 | 96 | 98 | 98 | 16 | -13 | 95 | -1
COc1ccc(NC(=O)N2CCCCC2c2cccnc2)cc1 (stereo unspecified) | 106 | 1 | 103 | 0.2 | 103 | 100 | 108 | 0 | 6 | 105 | -1

Outcome played no part in choosing rows (roughly 2.3% active in at least one column).
